hcGAS inh = inhibitors of human cGAS. recombinant h-cGAS, ATP depletion, Kinase-Glo luminescence. inhibition, % at 12.5 µM. hit rate 0.081% among 290,000. AID 1259398;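 also: 0% = vehicle reaction and 100% = reaction without DNA for no activity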
Target sequence (Q8N884 whole entry, looked up): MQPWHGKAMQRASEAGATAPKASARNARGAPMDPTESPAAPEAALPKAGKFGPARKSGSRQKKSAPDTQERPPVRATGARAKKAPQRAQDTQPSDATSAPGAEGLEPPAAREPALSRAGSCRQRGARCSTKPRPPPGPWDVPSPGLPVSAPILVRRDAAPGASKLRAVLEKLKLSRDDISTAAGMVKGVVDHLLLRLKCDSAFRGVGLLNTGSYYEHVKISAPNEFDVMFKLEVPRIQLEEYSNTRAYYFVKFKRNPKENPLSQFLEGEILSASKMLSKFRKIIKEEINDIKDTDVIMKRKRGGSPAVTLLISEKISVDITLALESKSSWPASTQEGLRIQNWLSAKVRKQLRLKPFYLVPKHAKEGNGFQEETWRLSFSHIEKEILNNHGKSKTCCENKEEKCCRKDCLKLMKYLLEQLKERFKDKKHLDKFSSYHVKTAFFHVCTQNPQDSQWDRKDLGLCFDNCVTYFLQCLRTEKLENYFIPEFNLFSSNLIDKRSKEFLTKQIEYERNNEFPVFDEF
NPYLR7 agonist = mosquito NPYLR7 agonism. HEK293T NPYLR7/Galpha15, GCaMP6s calcium fluorescence. activation, % at 10 µM. hit rate 0.15% among 270,000. AID 1259423; in the data active = activation above about 40%;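 also: 0% = vehicle and 100% = reference agonist at the receptor; some compounds past the cut are filed as inactive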
mcGAS inh = inhibitors of mouse cGAS; recombinant cGAS, Kinase-Glo ATP depletion luminescence; inhibition, % at 12.5 µM; hit rate 0.15% among 160,000;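 also: 0% = negative control wells and 100% = reference inhibitor with no enzyme activity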
Numbers without * were called inactive; nt = no result given; & = joins results of further samples. Rule as the data show it, unless noted: active = inhibition above about 40%; inactive = the rest.

# | molecule | hcGAS inh | NPYLR7 agonist | mcGAS inh
1 | CCc1c(C(=O)NCc2cccnc2)cnn1-c1ccccc1Cl | -1 | nt | -8
2 | S=c1[nH]nc(SCc2ccc(I)cc2)c2[nH]cnc12 | -4 | 7 | nt
3 | Cc1ccc(S(=O)(=O)N2CCC(C(NC(=O)CC(C)C)C(=O)N3CCCCC3)CC2)cc1 (stereo not given) | -1 | -1 | -4
4 | O=C(Nc1cc(C(F)(F)F)ccc1Cl)N1CC(=O)N2CCc3ccccc3C2C1 (stereo not given) | -9 | -1 | -7
5 | Cc1cccnc1CN1CCN(C(=O)Cn2nnnc2CN(C)C(C)C)CC1 | -7&-6 | 6&0 | -3
6 | Cc1ccc(C)c(NC(=O)CCCn2nc(-c3ccc(Cl)cc3)ccc2=O)c1 | -5 | 12 | -8
7 | O=c1n(CN2CCc3cc(S(=O)(=O)N4CCCCC4)ccc32)nc2ccccn12 | -5 | 9 | -5
8 | COC(=O)c1ccccc1C=C1N=C(c2ccccc2F)OC1=O | -2 | 7 | 1
9 | CCOC(=O)Cc1c(C)nc2ncnn2c1N1CCN(C/C=C/c2ccccc2)CC1 | -3 | 18 | -5
10 | CCOC(=O)c1ccc(NC(=O)N(CCCOC)CC(=O)N(CCc2c[nH]c3ccccc23)Cc2ccc(F)cc2)cc1 | -2 | 6 | -3
11 | C=C(NC(=O)c1cccc(O)c1O)C(=O)OCC(NC(=O)c1cccc(O)c1O)C(=O)OC (stereo not given) | 8 | 8 | 37
12 | Cn1c(N)c(S(=O)(=O)NCc2ccc(F)cc2)c(=O)n(C)c1=O | -5 | 2 | -6
13 | COc1ccc(-n2c(SCC(=O)N3CCN(C(=O)c4ccccc4F)C(C)C3)nnc2-c2cccc(OC)c2)cc1 (stereo not given) | -2 | -15 | 0
14 | O=C(Nc1ncc(Cc2ccc(Br)cc2)s1)c1ccccc1Cl | -5 | 1 | -3
15 | O=C(c1cc2c(s1)CCCC2)N1CCCN(C2CCN(CC3CC3)C2=O)CC1 (stereo not given) | -11 | nt | -5
16 | c1cncc(CN2CCC(NCc3cccc(-n4cccn4)c3)CC2)c1 | -2 | 1 | nt
17 | Cc1ccccc1NC(=O)C(C)N1CCCC1 (stereo not given) | -5 | -12 | nt
18 | Cc1nn(C)c(C)c1C(C)NC(=O)NOCc1ccccc1 (stereo not given) | -6 | 19 | nt
19 | S=C(NC1CCCCC1)NC12CC3CC(CC(C3)C1)C2 | -6 | 7 | -5
20 | CC#CCN1C(=O)C(CCC(=O)NCCc2c(C)[nH]c3ccccc23)NC(=O)c2ccccc21 (stereo not given) | -5 | 2 | nt

(listing goes on)
# | molecule | hcGAS inh | NPYLR7 agonist | mcGAS inh
21 | CCC1CN(C(=O)c2cnc(C)cn2)CCC(=O)N1Cc1ccccc1 (stereo not given) | -5 | 5 | -16
22 | Cc1ccc(C(=O)On2nnc3ccccc32)cc1 | 4 | 2 | nt
23 | Cc1nc(CC(=O)N(Cc2cccnc2)Cc2cccnc2)cs1 | -7 | 9 | nt
24 | COCC(=O)N1CCSC12C(=O)N(Cc1ccccc1Cl)c1ccc(OC)cc12 (stereo not given) | 1 | nt | 0
25 | CCOC(=O)NN1CC(=O)C(c2n(C)c3ccccc3[n+]2C)C1=N (stereo not given) | -6 | 9 | nt
26 | C=CCCC(O)CN(Cc1ccc(C)s1)C1CC1 (stereo not given) | -8 | 4 | -8
27 | Cc1nc(NCCNC(=O)c2cccc3ccccc23)cc(-n2cccn2)n1 | 2 | 29 | 0
28 | CN1CCN(Cc2nc3c(c(=O)n(C)c(=O)n3C)n2Cc2c(F)cccc2Cl)CC1 | -5 | 0 | nt
29 | Cc1nn(C)c(C)c1C(=O)N1CCN(S(=O)(=O)c2ccc(Br)cc2)CC1 | -2 | -6 | nt
30 | Cc1cnn(C(=O)c2cc(C)oc2C)c1 | -10 | 14 | nt
31 | Cc1cc([N+](=O)[O-])ccc1NP1(=O)C(=C2N(C)c3ccccc3C2(C)C)C=NN1c1ccccc1 (stereo not given) | -5 | 6 | nt
32 | O=C(c1ccc(NCc2ccccc2F)cc1)N1CCCC1 | -26 | 0 | nt
33 | O=C(Nc1ccc(F)cc1)C1CC(=O)N(c2ccccc2F)C1 (stereo not given) | 7 | 1 | nt
34 | COc1cc(S(=O)(=O)NCCCN2CCOCC2)ccc1Cl | -6 | -4 | -9
35 | COc1cc(=O)n(-c2ccc(C)cc2)nc1C(=O)Nc1ccc(C)cc1C | -3 | 4 | -5
36 | O=C(NC1CCCc2c1cnn2-c1ccc(F)cc1F)c1ccsc1 (stereo not given) | -8&-10 | 14 | -9
37 | CC(C)(C)n1nc2c(c1NC(=O)C1(c3ccc(Cl)cc3)CCCC1)CSC2 | -6 | -3 | nt
38 | CC(NC(=O)C1CSC2(C)CSCC(=O)N12)c1ccc(Cl)cc1 (stereo not given) | -11 | 8 | nt
39 | Fc1ccc(F)c(-c2cn3nc(C45CC6CC(CC(C6)C4)C5)sc3n2)c1 | -4 | 5 | nt
40 | CC(C)Cc1nc(CC2C=CS(=O)(=O)C2)n(-c2ccc3c(c2)OCO3)n1 (stereo not given) | -6 | 21 | nt

The listing continues:
# | molecule | hcGAS inh | NPYLR7 agonist | mcGAS inh
41 | CC(C)N(CC(=O)N(Cc1ccco1)Cc1cccn1C)C(=O)Nc1cccc(F)c1 | 4 | -12 | 2
42 | NC(=NOC(=O)N1c2ccccc2Sc2ccccc21)c1cccnc1 | -5 | 2 | nt
43 | O=C(c1ccc(Cl)cc1)c1ccccc1C(=O)N1CCCC1c1ccncc1 (stereo not given) | -4 | -7 | nt
44 | CS(=O)(=O)CCNC(=O)CCC(=O)NC1CCCCCCC1 | -6 | 13 | -15
45 | CCC(NC(=O)c1ccc2c(c1)OCO2)C1c2cc(OC)c(OC)cc2CCN1Cc1ccccc1 (stereo not given) | 5 | 1 | -1
46 | Cc1c(C(=O)N2CCN(Cc3ccc4c(c3)OCO4)CC2)cnn1-c1nccc(-c2cccs2)n1 | -4 | 11 | -9
47 | CC1(C)[C@@]2(C(=O)NCCSc3ncn[nH]3)CC[C@]1(C)[C@@H](O)C2 | -6 | 15 | nt
48 | COc1ccc(CN(Cc2ccco2)C(=O)c2ccc(Br)cc2)cc1OS(=O)(=O)c1cccc(C(F)(F)F)c1 | -6 | 16 | -6
49 | O=C(COC(=O)c1ncc(Cl)c(Cl)c1Cl)NC(=O)NC1CCCC1 | -7 | -2 | nt
50 | C=C(C)COc1c(CN2CC[C@H](O)C[C@@H]2C(=O)O)cccc1OC | -7 | nt | -10
51 | C=CCOc1ccc(CN2CCN(C(=O)[C@@H]3CCCN3C(=O)[C@H](C)CSC(C)=O)CC2)cc1 | -1 | -2 | nt
52 | Cc1nc2c(=O)n(CC(=O)N3CCN(c4ccccc4)CC3)nc(-c3ccco3)c2s1 | 5 | 2 | -6
53 | Cc1cccc(C)c1NC(=O)CN(C)CC(O)c1ccc(OC(F)F)cc1 (stereo not given) | -7 | 6 | nt
54 | Cc1cccc(Oc2cc(C(F)(F)F)nc(SCc3cccc(Cl)c3)n2)c1 | 2 | 11 | nt
55 | CCN1CCc2c(sc(NC(=O)C3=COCCO3)c2-c2nc3ccccc3s2)C1 | 39 | 60* | nt
56 | CCc1ccc(C(=O)COC(=O)C2CC3CCCC(C2)C32SCCS2)s1 (stereo not given) | 4 | -5 | nt
57 | CCc1cccc(C)c1NC(=O)CN1C(=O)NC(C)(C2CC2)C1=O (stereo not given) | -5 | 10 | nt
58 | CCCNC(=O)c1cc(-c2ccccc2OC)n2nc(C(C)(C)C)cc2n1 | -4 | 2 | -2
59 | CCCn1cc(C(=O)Nc2ccccc2)c2nn(-c3ccccc3)c(=O)c-2c1 | -6 | 5 | -9
60 | COCCNC(=O)c1ccc(-n2nc(-c3cccc(C(F)(F)F)c3)cc2N)cc1 | -2 | 4 | -4

Additional results.
# | molecule | hcGAS inh | NPYLR7 agonist | mcGAS inh
61 | CC(C)(C)n1ncc2c(=O)n(NC(=O)/C=C/c3ccccc3)cnc21 | -9 | 1 | nt
62 | Cc1c(C(=O)NCCc2nc3ccccc3[nH]2)cnc2ccnn12 | -7 | 5 | -8
63 | O=C(NN=Cc1ccccc1C(F)(F)F)c1ccco1 | -2 | -2 | -1
64 | C#CCN1C(=O)c2ccccc2NC1c1cn[nH]c1C(C)(C)C (stereo not given) | -7 | 11 | nt
65 | CCOC(=O)CSc1ncnc2c1nnn2Cc1ccc(F)cc1 | -5 | 3 | 4
66 | NC(Cc1ccccc1)c1csc(Nc2ccc(C(F)(F)F)cn2)n1 (stereo not given) | -2 | -8 | -7
67 | CCN(CC)C(=O)C1CCCN(Cc2ccc3c(c2)CN(Cc2ccoc2)CCO3)C1 (stereo not given) | -7 | 7 | nt
68 | CC(C)(C)C(O)C(N=O)n1cncn1 (stereo not given) | -2 | -2 | nt
69 | CN(Cc1ccc(Cl)s1)C(=O)c1ccc(=O)n(C)n1 | -6 | 3 | nt
70 | O=C(CCCSc1ccc(NC(=O)c2cccs2)nn1)Nc1cnc2ccccc2c1 | 1 | -4 | -6
71 | O=C(Nc1ccc2nc(-c3ccsc3)nn2c1)c1cccnc1 | -4 | 9 | -5
72 | CCn1cc(NC(=O)c2cccc(CN3C[C@@H](C)O[C@@H](C)C3)c2)nn1 | 5 | -2 | -2
73 | COc1cc(OC)cc(C(=O)N[C@H](C(=O)NCc2ccc(N3CCOCC3)nc2)C(C)C)c1 | -14 | 10 | -7
74 | Cc1ccc2[nH]c3c(=O)n(CCC(=O)NCCCc4ccccc4)cnc3c2c1 | -9 | nt | -9
75 | CC(=O)c1c(C)[nH]c(C(=O)OCc2nc(-c3ccc(C)cc3)no2)c1C | -6 | 3 | nt
76 | CN(C)c1nc(N)nc(COc2ccccc2C#N)n1 | -4 | -4 | -8
77 | COc1ccc(C(=O)NNc2cc(=O)n(C)c(=O)n2C)cc1OC | -2 | 9 | -5
78 | O=C(N1CCN(c2nc3nccc(-c4cc(Cl)ccc4Cl)n3n2)CC1)N1c2ccccc2Sc2ccccc21 | -2 | nt | -6
79 | COc1ccc(CCN(C)S(=O)(=O)c2ccc(OC)c(N3CCN(C(=O)c4cccc(C#N)c4)CC3)c2)cc1OC | -3 | 25 | -4
80 | CCOC(=O)C1(Cc2ccc(Cl)cc2)CCN(C(=O)NCc2ccccc2)CC1 | -6&-1 | 16&3 | -12&-2

Shown with each value named: entries from further up
55. CCN1CCc2c(sc(NC(=O)C3=COCCO3)c2-c2nc3ccccc3s2)C1
- hcGAS inh = 39
- NPYLR7 agonist = 60*
- mcGAS inh = nt

56. CCc1ccc(C(=O)COC(=O)C2CC3CCCC(C2)C32SCCS2)s1 (stereo not given)
- hcGAS inh = 4
- NPYLR7 agonist = -5
- mcGAS inh = nt

Given with values under each structure: part of the list above.
Values run as follows: hcGAS inh, NPYLR7 agonist, mcGAS inh
57. CCc1cccc(C)c1NC(=O)CN1C(=O)NC(C)(C2CC2)C1=O (stereo not given)
→ -5, 10, nt
58. CCCNC(=O)c1cc(-c2ccccc2OC)n2nc(C(C)(C)C)cc2n1
→ -4, 2, -2
59. CCCn1cc(C(=O)Nc2ccccc2)c2nn(-c3ccccc3)c(=O)c-2c1
→ -6, 5, -9
60. COCCNC(=O)c1ccc(-n2nc(-c3cccc(C(F)(F)F)c3)cc2N)cc1
→ -2, 4, -4
61. CC(C)(C)n1ncc2c(=O)n(NC(=O)/C=C/c3ccccc3)cnc21
→ -9, 1, nt
62. Cc1c(C(=O)NCCc2nc3ccccc3[nH]2)cnc2ccnn12
→ -7, 5, -8
63. O=C(NN=Cc1ccccc1C(F)(F)F)c1ccco1
→ -2, -2, -1
64. C#CCN1C(=O)c2ccccc2NC1c1cn[nH]c1C(C)(C)C (stereo not given)
→ -7, 11, nt
65. CCOC(=O)CSc1ncnc2c1nnn2Cc1ccc(F)cc1
→ -5, 3, 4
66. NC(Cc1ccccc1)c1csc(Nc2ccc(C(F)(F)F)cn2)n1 (stereo not given)
→ -2, -8, -7
67. CCN(CC)C(=O)C1CCCN(Cc2ccc3c(c2)CN(Cc2ccoc2)CCO3)C1 (stereo not given)
→ -7, 7, nt
68. CC(C)(C)C(O)C(N=O)n1cncn1 (stereo not given)
→ -2, -2, nt
69. CN(Cc1ccc(Cl)s1)C(=O)c1ccc(=O)n(C)n1
→ -6, 3, nt
70. O=C(CCCSc1ccc(NC(=O)c2cccs2)nn1)Nc1cnc2ccccc2c1
→ 1, -4, -6
71. O=C(Nc1ccc2nc(-c3ccsc3)nn2c1)c1cccnc1
→ -4, 9, -5
72. CCn1cc(NC(=O)c2cccc(CN3C[C@@H](C)O[C@@H](C)C3)c2)nn1
→ 5, -2, -2
73. COc1cc(OC)cc(C(=O)N[C@H](C(=O)NCc2ccc(N3CCOCC3)nc2)C(C)C)c1
→ -14, 10, -7
74. Cc1ccc2[nH]c3c(=O)n(CCC(=O)NCCCc4ccccc4)cnc3c2c1
→ -9, nt, -9
75. CC(=O)c1c(C)[nH]c(C(=O)OCc2nc(-c3ccc(C)cc3)no2)c1C
→ -6, 3, nt
76. CN(C)c1nc(N)nc(COc2ccccc2C#N)n1
→ -4, -4, -8
77. COc1ccc(C(=O)NNc2cc(=O)n(C)c(=O)n2C)cc1OC
→ -2, 9, -5
78. O=C(N1CCN(c2nc3nccc(-c4cc(Cl)ccc4Cl)n3n2)CC1)N1c2ccccc2Sc2ccccc21
→ -2, nt, -6
79. COc1ccc(CCN(C)S(=O)(=O)c2ccc(OC)c(N3CCN(C(=O)c4cccc(C#N)c4)CC3)c2)cc1OC
→ -3, 25, -4
80. CCOC(=O)C1(Cc2ccc(Cl)cc2)CCN(C(=O)NCc2ccccc2)CC1
→ -6&-1, 16&3, -12&-2

The list goes on:
# | molecule | hcGAS inh | NPYLR7 agonist | mcGAS inh
81 | CC(=O)c1cccc(CN2CCCC(CNC(=O)c3cccs3)C2)c1 (stereo not given) | 1&-8 | 0&9 | nt
82 | Cc1cccnc1CN(C)Cc1nccn1C | 1 | 0 | nt
83 | O=C(NCCc1nnc2ccc(SCC(=O)N3CCCCC3)nn12)c1ccccc1 | 0 | -3 | -5
84 | CCCc1nnc2sc(-c3c(C)nc4ccccn34)nn12 | -7 | -2 | nt
